Screening results as filed in PubChem.
D2 PAM: D2 dopamine receptor (human) potentiation; HEK293 T-REx D2, calcium flux, EC20 dopamine potentiation; P14416; potentiation, % at 10 µM; actives 0.34% (n = 340,000); AID 485347;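 active = potentiation over 3 SD above the plate norm, cut at about 30% in these data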; note: 0% is about no effect
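Primary screen. Calcium kinetics in induced HEK293 T-REx D2 cells: compound pre-addition 180 s, EC20 dopamine, 180 s more.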
RXFP1 antagonist: antagonists of human relaxin receptor RXFP1; Q9HBX9; HEK293-RXFP1, relaxin-stimulated cAMP HTRF, 30 min; hits give low values; activity change, negative = inhibition, % at 57.5 µM; actives 0.59% (n = 350,000);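 active = activity change of -60% or lower, but not beyond a set lower limit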; note: % is set by controls: 0 for no effect and ±100 for the full control effect
Target sequence (Q9HBX9 whole entry, looked up): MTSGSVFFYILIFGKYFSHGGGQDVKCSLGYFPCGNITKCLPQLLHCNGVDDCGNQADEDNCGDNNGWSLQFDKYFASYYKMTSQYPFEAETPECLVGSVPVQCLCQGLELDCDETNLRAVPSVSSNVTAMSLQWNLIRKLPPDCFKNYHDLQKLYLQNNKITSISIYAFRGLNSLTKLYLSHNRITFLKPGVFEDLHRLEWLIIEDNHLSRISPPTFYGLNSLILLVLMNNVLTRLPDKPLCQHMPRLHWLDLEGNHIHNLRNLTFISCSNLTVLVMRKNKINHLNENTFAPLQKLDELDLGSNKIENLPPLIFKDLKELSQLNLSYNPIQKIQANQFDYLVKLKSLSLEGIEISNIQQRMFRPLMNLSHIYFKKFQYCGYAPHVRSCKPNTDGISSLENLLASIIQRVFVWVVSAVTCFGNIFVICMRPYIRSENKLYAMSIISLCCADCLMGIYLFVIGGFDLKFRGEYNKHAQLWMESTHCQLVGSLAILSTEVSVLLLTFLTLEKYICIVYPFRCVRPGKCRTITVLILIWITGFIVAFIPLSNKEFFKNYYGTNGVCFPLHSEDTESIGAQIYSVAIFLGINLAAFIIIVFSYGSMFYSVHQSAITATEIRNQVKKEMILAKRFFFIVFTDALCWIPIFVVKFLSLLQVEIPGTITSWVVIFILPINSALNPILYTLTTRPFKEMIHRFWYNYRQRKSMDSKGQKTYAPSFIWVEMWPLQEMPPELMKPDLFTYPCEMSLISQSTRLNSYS
D1 potentiator: human D1 dopamine receptor positive modulation. P21728. HEK293 TREx D1 cells, calcium flux, dopamine EC20 potentiation. potentiation, % at 10 µM. actives 0.036% (n = 360,000). AID 504651; in the data active = potentiation above about 30%; note: 0% is about no effect
D1 agonist: activates the human D1 dopamine receptor; HEK293 T-REx D1 cells, calcium flux, agonist mode; activation, % at 2 µM; actives 1% (n = 360,000); in the data active = activation above about 30%; note: 0% is about no effect
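Tetracycline-induced HEK293 TREx D1 cells, force-coupled to calcium signalling, were dye-loaded with a no-wash calcium kit. Compound was pin-added after a 10 s baseline. Fluorescence was read kinetically at 1 cycle/s for 180 s, with calcium rises flagged as agonism.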
D2 agonist: D2 dopamine receptor (human) agonism; HEK293 T-REx D2 cells, calcium flux agonist mode; actives 0.53% (n = 340,000); AID 485358; P14416; activation, % at 2 µM;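 active = activation over 3 SD above normal in the single-dose calcium agonist read, cut at about 30% in these data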; note: 0% is about no effect
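Agonism is scored from calcium flux in a force-coupled, inducible HEK293 cell line expressing D2, read kinetically for 180 s after compound addition against dopamine controls.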
D2 antagonist: D2 dopamine receptor (human) antagonism. P14416. HEK293 TREx D2 cells, calcium flux, dopamine EC80. inhibition, % at 10 µM. actives 2% (n = 340,000); in the data active = inhibition above about 30%; note: 0% is about no effect
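Overnight-induced (tetracycline, 30 C) HEK293 T-REx cells carrying force-coupled D2 receive a no-wash calcium dye, then compound, then EC80 dopamine at 180 s; signals are read kinetically throughout.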
D1 antagonist: human D1 dopamine receptor antagonism; activity change, negative = inhibition, % at 10 µM; P21728; HEK293 TREx D1 cells, calcium flux, dopamine EC80; hits give low values; actives 3.2% (n = 360,000); AID 504652; in the data active = activity change below about -30%; note: % is set by controls: 0 for no effect and ±100 for the full control effect
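Compound effects on dopamine-evoked calcium signalling were measured in tetracycline-induced HEK293 Trex D1 cells. Dopamine at EC80 followed a 180 s compound pre-read, and fluorescence was tracked kinetically for 180 s more.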
TRHR PAM: allosteric enhancers of human TRH receptor | P34981 | TRHR cells, fluo-8 calcium fluorescence, EC20 TRH enhancement | enhancement, % at 2 µM | actives 0.66% (n = 360,000) | AID 493056; in the data active = enhancement above about 30%; note: 0% is about no effect
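Enhancer read-out: after compound pinning and an initial kinetic agonist-mode read, an EC20 of TRH (10 nM final) was injected and fluo-8 calcium signal (Ex 480/Em 530) followed at 1 s/cycle for 100 cycles in TRHR-expressing cells.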
RXFP1 agonist: agonists of human relaxin receptor RXFP1; Potency, µM (series often up to 57.5 µM), for inactives: at the top dose activation, usual class: activators; Q9HBX9; AID 2676; HEK293T-RXFP1 cAMP TR-FRET, 30 min; response scale: percent of porcine relaxin response, buffer zero; actives 0.3% (n = 370,000); active = well fitted activation curve with a large enough effect; note: potency is the fitted concentration of half-maximal effect; % is set by controls: 0 for no effect and ±100 for the full control effect; nearly all actives have a fitted effect of over 60% in size; many of its hits are not listed in these tables
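Agonist response is measured as cAMP accumulation in an RXFP1-transfected HEK293T line under PDE4 inhibition. Values are scaled between buffer-only and 29 nM porcine relaxin, and EC50s come from standard Hill equation fits.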
An asterisk follows results filed as active; · = no result given; & = joins results of further samples. These rows are one share of the data; the hit share may differ from the screen's.

SMILES	D2 PAM	RXFP1 antagonist	D1 potentiator	D1 agonist	D2 agonist	D2 antagonist	D1 antagonist	TRHR PAM	RXFP1 agonist
COc1ccc2sc(-c3ccc(N(C)C)cc3)c(C#CC(C)(C)O)c2c1	-4	·	-2	-1	-0.5	-6	·	-5	17%
CCCCCC1CCC(c2n[nH]c(=S)n2C)CC1 (stereo not drawn)	·	-64*	2	-1	·	·	·	-4	-3.3%
COc1ccccc1N1CCN(C(=O)CN(C2CCCCC2)S(C)(=O)=O)CC1	4	0	2	1	-1.6	10	-3	7	0.1%
CCn1c(SCC(=O)N2CCc3ccccc32)nnc1-c1ccncc1	1	2	0	0	-0.7	-10	3	1	-0.3%
COc1ccc(-c2nc(CS(=O)CC(=O)NC3CCCC(C)C3C)c(C)o2)cc1OC (stereo not drawn)	-4	7	-6	1	-5.8	3	-4	2	0.7%
CC(Oc1ccc(F)cc1)C(=O)Nc1nc(-c2ccccn2)cs1 (stereo not drawn)	4	-20	-4	-1	0.3	-25	20	11	1.2%
COc1ccc(S(=O)(=O)Nc2c(C)cc(C)cc2C)c2cccnc12	1	·	-1	1	0.3	-8	6	2	2.1%
Cc1cccc(-n2c(C)n[nH]c2=S)c1C	-13	-11	-4	2	-0.9	-21	7	-5	-0.4%
Clc1cc(Br)ccc1OCCn1ccnc1	-6	16	-6	3	-0.6	22	-9	-5	2.4%
COc1ccc(NC(=O)c2ccc(C)cc2)c[n+]1[O-]	-2	9	-7	1	0.2	-7	2	13	-0.4%
O=C(N[C@@H]1C[C@H]2CC[C@@H]1C2)c1ccco1	·	-12	0	4	·	·	-15	-1	-0.9%
Cc1cc(NC(=O)CCC(=O)N(CC(=O)NC2CCCC2)c2ccc(C(C)C)cc2)no1	1	-2	·	4	0.7	3	-7	0	0.6%
CCCN1CCC(=O)N([C@H](CN=[N+]=[N-])Cc2ccccc2)CC1	6	·	-7	0	0.1	38*	8	-4	-0.4%
COC(=O)c1ccccc1NC(=O)N[C@@H](C)C(=O)OC	13	-1	6	-2	-2.0	25	23	4	-1.5%
COc1ccc(N2CCN(CC(O)COc3ccccc3C(C)(C)C)CC2)cc1 (stereo not drawn)	-27	-24	-4	3	-0.4	·	15	1	2.4%
CC(=O)Nc1ccc(S(=O)(=O)N2CCC(C(=O)NCCC(=O)Nc3nccs3)CC2)cc1	-3	2	-4	2	0.5	-8	-5	3	1.8%
O=C(NC(=S)N1CCN(c2ccc(O)cc2)CC1)c1cccs1	-7	5	-5	2	1.2	2	-18	-4	-0.5%
O=C(Nc1ccc2c(c1)CCC2)c1cc(F)cc(F)c1	-10	5	-11	2	-0.6	5	-26	-4	-0.2%
CCOC(=O)c1cc(-c2nnc(-c3ccc(Oc4ccccc4)cc3)o2)c(C)nc1C	-3	·	0	3	0.6	1	13	-1	2.0%
O=C(c1ccccc1)n1ccn(-c2ccccc2)c1=S	-19	2	-13	2	0.2	-30	-8	4	-0.2%
O=C(CCN=C1NS(=O)(=O)c2ccccc21)OCc1ccccc1	-10	-2	-12	9	0.3	7	-14	-1	4.6%
CC(C)(C)NC(=O)Cn1c(=O)oc2cc(S(=O)(=O)N3CCc4ccccc43)ccc21	-1	·	-4	2	-1.1	-8	-18	-4	0.5%
CCC(C)C(NC(=O)c1ccccc1NC(=O)c1ccco1)C(=O)NNC(=O)c1ccncc1 (stereo not drawn)	3	-10	-1	1	0.2	6	0	-1	3.0%
CCOc1ccc(S(=O)(=O)Nc2ccc(C(=O)NN)cc2)cc1	18	-7	-1	1	-0.1	-5	6	5	0.0%
CS(=O)(=O)c1ccc(-c2nn[nH]n2)cc1	-12	7	-4	2	-0.4	13	1	4	-0.3%
COc1ccc(OC)c2sc(N(CCCN(C)C)C(=O)c3ccco3)nc12	3	·	-1	-1	·	·	12	-2	0.6%
CN(C)S(=O)(=O)N1CCC(Oc2cccc(C(=O)N3CCCCCCC3)c2)CC1	3	-8	-7	16	-4.5	2	-14	-5	-0.5%
CC(C)c1csc(CN2CCN(CCc3ccccc3)C(CCO)C2)n1 (stereo not drawn)	1	0	-5	14	·	·	-1	7	-2.1%
O=C(NC1CCCCCCC1)c1cc(-c2ccccn2)nc2ccccc12	9	-19	3	3	2.3	-5	22	-11	1.8%
O=C(NC(=S)Nc1ccc(CN2CCCCC2)cc1)c1cccc(OCc2ccccc2)c1	-9	-20	-5	1	0.5	-4	-27	-1	0.9%
CN(c1ccccc1C(=O)NCc1ccccn1)S(C)(=O)=O	-2	-14	-3	2	0.3	17	14	-3	-0.3%
O=C(COC(=O)CNC(=O)C1CCCCC1)Nc1ccc2ccccc2c1	-11	7	-1	0	0.3	-12	4	3	-0.1%
CCOC(=O)N1CCC(NC(=O)c2cc(C(=O)Nc3ccc(F)cc3F)ccc2CO)CC1	2	0	·	1	0.0	14	-10	1	2.3%
Oc1ccccc1N1CCN(C(=S)Nc2ccc(SC(F)F)cc2)CC1	7	-9	2	4	2.7	-10	-15	-2	4.1%
O=C(CCNC(=O)c1ccccc1Cl)Nc1ccc2c(c1)OCO2	-4	-8	25	-2	-0.1	0	7	22	-0.1%
CCOC(=O)C(NC(C)=O)(Nc1ccc(S(=O)(=O)Nc2ccncn2)cc1)C(F)(F)F (stereo not drawn)	-2	-1	-3	0	0.7	30	2	21	-4.0%
COC(=O)c1ccc(CSc2nnc(-c3ccncc3)o2)o1	-10	-4	3	6	-0.1	2	-4	-2	1.1%
Cc1cc(NC(=O)CCC(=O)N(Cc2ccco2)C(C(=O)NC2CCCCC2)c2cccs2)no1 (stereo not drawn)	3	-16	0	3	-1.1	1	4	-2	0.8%
CCOc1ccc(CCNC(=O)c2cc(C)nc3ccccc23)cc1OCC	-5	-3	-4	-1	-0.1	-2	-7	3	-0.4%
CCN(CCNC(=O)c1ccc2nc(-c3ccccc3NC(C)=O)c(=O)[nH]c2c1)c1ccccc1	23	·	-2	0	0.9	16	-1	15	-2.1%
CCNc1nc(C#N)nc2c1ncn2-c1cc(F)cc(F)c1	7	·	4&-2	1&4	-0.4	12	-22&-22	-1&2	8.7%
CCOC(=O)c1ccc(NC(=O)Cn2cc(C(=O)c3cccs3)c3ccccc32)cc1	4	-21	-5	3	0.5	·	3	24	0.3%
C=CC#CC1(O)CC(C)[N+](C)(C)CC1C (stereo not drawn)	7	3	6	3	-0.6	-3	5	5	0.3%
COCCCNC(=O)c1ccc(CS(=O)(=O)c2ccccc2C)o1	·	-3	5	4	·	·	26	-2	1.3%
CN(C(=O)COC(=O)c1nc(Cl)ccc1Cl)c1ccccc1	-14	-2	0	3	1.0	-2	24	4	4.2%
CCc1ccccc1NC(=O)N[C@H](C(=O)O)C(C)C	7	3	0	0	0.3	-3	5	0	-0.2%
Cc1ccc(-n2c(SCC(=O)O)nc3sc4c(c3c2=O)C(C)CCC4)cc1 (stereo not drawn)	6	3	-4	4	-0.7	-2	-24	3	22%
COc1ccccc1C(=O)Nc1onc2c1CCCC2	-2	1	1	-1	·	·	-5	1	-0.6%
COC(=O)Cc1cc(=O)[nH]c(/N=C(\N)Nc2ccc(C)cc2C)n1	7	-3	-9	5	-0.1	-8	-32*	17	-2.4%
COc1ccccc1C(=O)NCC(=O)N/N=C/c1ccncc1	3	-25	3	1	-0.3	-15	6	-4	4.4%
CCCN(CCC)CCNC(=O)c1cc2c(-c3ccccc3F)nn(C)c2s1	-16&-15	-22&-24	-4&-1	2&-1	43*	42*	2&-6	-3&-4	1.8%&2.2%
O=C(CNS(=O)(=O)c1ccc(C(=O)N2CCCCC2)cc1)N1CCCCC1	-2	8	-7	3	3.2	-2	-10	-5	2.0%
COc1cc(CNC2CCCCC2)c(Br)cc1OC1CCCC1	-5	-7	-2	10	0.3	-28	-23	5	2.7%
O=C1CC(c2ccc(F)cc2)Cc2nc(N3CCN(c4ccccc4)CC3)ncc21 (stereo not drawn)	14	3	-2	2	0.2	12	-11	4	5.9%
CCOc1ccc(NC(=O)c2sc3nc4c(cc3c2N)CCCCCC4)cc1	3	18	3	1	-1.1	·	-24	4	8.4%
Cc1cc(C)nc(N2CCC(C(=O)O)CC2)n1	-11	9	4	0	0.5	7	-32*	-3	0.0%
COc1ccc(OC)c(C(=O)COC(=O)c2cccnc2Cl)c1	8	2	-3	0	7.4	1	9	-3	2.6%
O=[N+]([O-])c1cc(C(F)(F)F)ccc1Sc1nccn1Cc1ccccc1	16	3	-6	2	0.6	3	-7	6	0.9%
COc1ccc(-c2cn(CCO)c(-c3ccc(Cl)nc3)n2)cc1	0	·	-3	0	0.1	13	-1	-1	-1.5%
O=C(Nc1cccc(NC(=O)c2sc3ccccc3c2Cl)c1)c1ccco1	-15	28	2	3	1.0	-13	-3	25	3.5%

Full records, looked up by structure. Order of screens: D2 PAM, RXFP1 antagonist, D1 potentiator, D1 agonist, D2 agonist, D2 antagonist, D1 antagonist, TRHR PAM, RXFP1 agonist
Listed for `CCn1c(SCC(=O)N2CCc3ccccc32)nnc1-c1ccncc1` : 1, 2, 0, 0, -0.7, -10, 3, 1, -0.3%
Listed for `COc1ccc2sc(-c3ccc(N(C)C)cc3)c(C#CC(C)(C)O)c2c1` : -4, ·, -2, -1, -0.5, -6, ·, -5, 17%
Listed for `O=C1CC(c2ccc(F)cc2)Cc2nc(N3CCN(c4ccccc4)CC3)ncc21` (stereo not drawn) : 14, 3, -2, 2, 0.2, 12, -11, 4, 5.9%
Listed for `COc1ccccc1C(=O)Nc1onc2c1CCCC2` : -2, 1, 1, -1, ·, ·, -5, 1, -0.6%

Other results follow.
SMILES	D2 PAM	RXFP1 antagonist	D1 potentiator	D1 agonist	D2 agonist	D2 antagonist	D1 antagonist	TRHR PAM	RXFP1 agonist
COc1ccc(NC(=O)C2CCN(S(=O)(=O)c3cccc4cccnc34)CC2)cc1OC	0	·	-2	3	-0.2	5	4	15	-0.2%
CCC(Sc1nc2sc(C(=O)OC)c(C)c2c(=O)n1N)C(=O)N(CC)CC (stereo not drawn)	2	6	13	3	0.4	-10	9	2	8.5%
COc1cc(/C=N/NC(=O)c2cc3ccccc3cc2O)ccc1OCCN1CCCCC1	-5	-11	-3	4	-0.4	-15	1	23	0.0%
CCN1CCN(C(=O)CN2C(=O)COc3ccc(S(=O)(=O)N4CCOCC4)cc32)CC1	-25	6	3	0	-0.1	20	-6	5	1.5%
CCCn1c2ccccc2c2cnn(CC(=O)NC3CCC(C)CC3)c(=O)c21 (stereo not drawn)	-1	-5	4	-1	-0.3	0	5	-1	3.3%
CC(=O)c1cccc(NC(=O)c2sc3nc4n(c(=O)c3c2C)CCCC4)c1	·	23	0	0	·	·	-16	0	26%
CCOC(=O)CSCc1cn2cc(Cl)ccc2n1	-1	3	2	0	0.1	-3	·	5	3.8%
